Bioassay records as filed in PubChem BioAssay.
CHRM4 antagonist: CHRM4 antagonism in calcium assay | hit rate 0.73% among 360,000 | CHO-hM4 cells, ACh EC80, Fluo-8 calcium fluorescence | inhibition, % at 3 µM | P08173;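 active = inhibition above its plate's cutoff, the mean inhibition of sample wells plus 3 SD, cut at about 27% in these data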;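 also: 0% = acetylcholine EC80 with DMSO and 100% = DMSO without agonist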
M5 PAM: CHRM5 positive allosteric modulation; activation, % at 3 µM; CHO-K1 hM5, Fluo-8 calcium, ACh EC20 PAM; 0% = ACh EC20, 100% = ACh EC100; hit rate 0.3% among 360,000;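 active = activation above the run cutoff, the mean activation of all test compounds plus 3 SD, cut at about 18% in these data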
Target sequence (P08912 whole entry, looked up): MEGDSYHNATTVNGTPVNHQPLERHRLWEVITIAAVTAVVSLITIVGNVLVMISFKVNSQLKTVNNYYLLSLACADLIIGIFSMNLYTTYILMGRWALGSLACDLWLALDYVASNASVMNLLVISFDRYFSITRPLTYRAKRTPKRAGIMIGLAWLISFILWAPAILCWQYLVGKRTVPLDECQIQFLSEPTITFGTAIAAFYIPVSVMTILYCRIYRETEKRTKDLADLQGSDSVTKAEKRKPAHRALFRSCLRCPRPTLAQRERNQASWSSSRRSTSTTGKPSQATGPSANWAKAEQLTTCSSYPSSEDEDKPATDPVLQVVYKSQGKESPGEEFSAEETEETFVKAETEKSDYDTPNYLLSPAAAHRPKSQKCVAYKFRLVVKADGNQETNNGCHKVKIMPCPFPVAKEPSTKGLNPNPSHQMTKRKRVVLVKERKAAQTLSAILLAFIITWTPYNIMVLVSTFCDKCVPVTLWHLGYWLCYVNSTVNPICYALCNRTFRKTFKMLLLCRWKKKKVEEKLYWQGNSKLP
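System – CHO-K1 hM5 cells · Compound – 3 µM, single dose · Incubation – compound preincubation 140 s before EC20 acetylcholine addition · Technique – Fluo-8 calcium fluorescence · Measure – Max/basal fluorescence ratio as % of EC20–EC100 ACh window · Benchmarks – low control EC20 acetylcholine (0%), high control EC100 acetylcholine (100%) · Replication – singlicate, one well per test compound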
CHRM1 antagonist: antagonists of human M1 muscarinic receptor. P11229. CHO-K1 hM1, Fluo-8 calcium fluorescence, ACh EC80 antagonist. inhibition, % at 3 µM. hit rate 1.3% among 360,000;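 active = percent inhibition above its own plate's cutoff, namely the mean of that plate's compound wells plus 3 SD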;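 also: peak over basal fluorescence ratio during 140 s after agonist addition; 0% = ACh EC80 plus DMSO and 100% = DMSO alone without agonist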
CHRM5 antagonist: antagonists of human muscarinic M5 receptor (CHRM5). hit rate 0.59% among 360,000. P08912. CHO-hM5 cells, Fluo-8 calcium fluorescence, ACh EC80. AID 624040. inhibition, % at 3 µM;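 active = inhibition above a per-plate cutoff, the mean of that plate's test compounds plus 3 SD, cut at about 27% in these data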;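 also: 0% = acetylcholine EC80 with DMSO and 100% = DMSO without agonist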
CHRM1 agonist: activates human CHRM1 receptor. P11229. CHO-K1 hM1, Fluo-8 calcium fluorescence, agonist mode; 0% DMSO, 100% acetylcholine EC100. activation, % at 3 µM. hit rate 0.33% among 360,000. AID 588814;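 active = activation above the run's mean compound activation plus 3 SD, cut at about 16% in these data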;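 also: peak over basal fluorescence ratio within a 140 s kinetic read after compound addition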
TAAR1 ag: agonists of human TAAR1; Q96RJ0; CHO RD-HGA16 TAAR1, Fluo-8 calcium fluorescence; vehicle wells 0%, saturating PEA agonist 100%; activation, % at 3 µM; hit rate 0.99% among 360,000; AID 624467;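 active = activation above the mean activation of all test compounds in the run plus 3 SD, cut at about 38% in these data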
Target sequence (Q96RJ0 whole entry, looked up): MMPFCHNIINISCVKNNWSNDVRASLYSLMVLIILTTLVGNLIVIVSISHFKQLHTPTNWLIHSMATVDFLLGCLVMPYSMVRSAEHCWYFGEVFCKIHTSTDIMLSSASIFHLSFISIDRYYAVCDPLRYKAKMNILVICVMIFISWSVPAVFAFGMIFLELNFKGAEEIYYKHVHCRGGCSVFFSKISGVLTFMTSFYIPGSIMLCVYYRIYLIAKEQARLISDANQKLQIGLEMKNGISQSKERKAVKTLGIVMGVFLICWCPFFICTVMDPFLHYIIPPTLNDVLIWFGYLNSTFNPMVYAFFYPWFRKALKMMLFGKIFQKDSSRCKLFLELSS
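Benchmarks: low control DMSO, high control PEA (EC100); System: CHO RD-HGA16 cells carrying human TAAR1 plus Gα16; Detection: Fluo-8 fluorescence, 5 s baseline then 140 s kinetic read; Schedule: 17-24 h plating, Fluo-8 75 min 37 °C, 30 min RT; Read-out basis: % activation from peak over basal fluorescence ratio, DMSO-to-PEA scaled.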
M1 PAM: potentiates human M1 receptor response to acetylcholine. P11229. CHO-K1 hM1, Fluo-8 calcium fluorescence, ACh EC20; 0% = ACh EC20, 100% = maximal ACh. activation, % at 3 µM. hit rate 0.088% among 360,000; in the data active = activation above about 19%, passing the limit was not always enough
M5 ag: agonists of human muscarinic M5 receptor (CHRM5) | P08912 | CHO-K1 hM5 cells, Fluo-8 calcium fluorescence; 0% DMSO wells, 100% maximal acetylcholine response | activation, % at 3 µM | hit rate 0.19% among 360,000 | AID 624037;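 active = activation above the run's mean over test compounds plus 3 SD, cut at about 23% in these data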;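 also: signal is peak over basal fluorescence ratio across the kinetic read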
CHRM4 agonist: CHRM4 agonism in calcium assay; AID 624127; CHO-K1 hM4/Gqi5, Fluo-8 calcium fluorescence; vehicle 0%, full acetylcholine response 100%; activation, % at 3 µM; hit rate 0.14% among 360,000; P08173;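 active = activation above the run mean over all test wells plus 3 SD, cut at about 32% in these data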;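 also: peak over basal fluorescence ratio per well then scaled between controls; 0% = DMSO wells and 100% = acetylcholine at EC100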
* = called active by the depositor; / = not tested or not shown. Some of the compounds tested, so the mix of outcomes need not match the whole.

SMILES	CHRM4 antagonist	M5 PAM	CHRM1 antagonist	CHRM5 antagonist	CHRM1 agonist	TAAR1 ag	M1 PAM	M5 ag	CHRM4 agonist
N/C(=N\OC(=O)COc1ccc(Br)cc1)c1cccc([N+](=O)[O-])c1	-2	-2	-10	10	-3	2	2	-1	0
CSc1ccc(NC(=O)c2cccnc2)cc1C#N	-5	-3	-2	1	-5	1	2	-1	5
O=S(=O)(Nc1ccccn1)c1ccc(C(F)(F)F)cc1Cl	-10	-10	-1	8	-6	1	1	2	4
CCOc1cc(S(=O)(=O)Nc2ccncc2)ccc1F	2	2	-5	0	-3	11	7	4	0
CCc1ccc(/C=C2\SC(=S)N(CCCC(=O)N3CCCC3)C2=O)cc1	4	0	-10	-2	1	6	3	2	2
Cc1csc(NC(=O)c2cccs2)n1	-8	18	-17	-3	-1	7	5	2	2
C/C(Cc1ccccc1)=N\NC(=O)CNC(=O)COc1cccc(C)c1	-3	1	-1	8	-1	-1	-1	-1	2
Cc1ccc(-c2nc(CN(Cc3cnn(C)c3)C(C)C)c(C)o2)o1	0	0	-7	-3	-14	3	0	-4	2
COc1cc2c3nnc(-c4ccccc4)c-3cn(Cc3ccc(F)cc3)c2cc1OC	3	-5	-10	7	-10	6	10	-3	0
CCOc1ccccc1Nc1ccc(C(=O)O)cc1NC(C)=O	-2	4	4	1	-1	3	-12	-1	1
CCCCN1C(=O)C(NC(=O)c2cccnc2)(C(F)(F)F)C2=C1CC(C)(C)CC2=O (stereo unspecified)	3	3	-5	-1	-5	9	9	-2	0
COc1ccc(N2CCN(C(=O)CSc3nnc(Cn4nnc5ccccc54)n3C)CC2)cc1	11	2	11	5	-10	2	-6	3	3
CC(=NNC(=O)c1ccncc1)c1ccc(Cl)cc1Cl	-3	-5	-16	5	-3	4	7	1	0
CCOc1ccc(NC(=O)CN2CCN(CC(=O)Nc3cccc(F)c3)CC2)cc1	-9	3	-7	2	-3	5	2	-5	-1
COc1cc(Cl)ccc1OCc1cc(C(=O)N2CCCCC2c2cccnc2)no1 (stereo unspecified)	2	-2	3	3	-2	5	-6	0	14
Cc1ccc(C(=O)C=CC=Cc2ccccc2)cc1	-18	-2	-30	-5	0	1	22	-1	-1
Cc1cccc(C(=O)Nc2ccc(C(=O)N/N=C/c3ccco3)cc2)c1	-1	-8	-9	0	-4	4	3	2	9
COC(=O)C1=C(C)N(C)C(=O)/C1=C\c1cccs1	-2	-3	1	6	-5	1	-1	0	0
Cc1ccc(NC(=O)N2CCSc3ccccc32)cc1	-12	-6	-5	7	-9	0	0	-3	0
CC(=O)Nc1ccc(S(=O)(=O)Oc2ccc(C=O)cc2)cc1	6	-3	-4	0	1	6	9	3	8
COC(=O)c1ccc([C@@H]2C[C@H]3CN(Cc4cccnc4)C(=O)[C@]34CCCN24)cc1	6	-7	-4	7	-14	2	3	-3	0
O=C(O)c1cccc(Br)c1	-10	6	-2	4	-4	4	-1	2	0
COc1cccc(C2=NOC(C(=O)Nc3cccnc3Cl)C2)c1 (stereo unspecified)	-1	-4	2	9	-7	7	0	1	1
COc1ccc(C(=O)/C=C/c2ccc(C)cc2)c(OC(=O)c2ccc([N+](=O)[O-])cc2)c1	-7	3	-17	-6	0	6	-2	-3	0
CCc1nnc(NC(=O)CSc2nc(-c3ccc(F)cc3)cc(-c3ccccc3)c2C#N)s1	-3	7	-12	-10	-7	0	17	-2	1
COC(=O)C1=CN(CC2CCCO2)C=C(C(=O)OC)C1c1ccccc1C(F)(F)F (stereo unspecified)	-10	3	-13	-14	-3	7	5	-7	1
COc1ccc(-c2nc3c(c(=O)[nH]c(=O)n3Cc3ccccc3)n2CCO)cc1	9	1	-9	-2	-3	0	8	-2	2
O=C(CSc1nnnn1Cc1ccccc1)c1ccc(F)cc1	-3	2	-7	4	-4	-2	3	-8	2
COc1ccc(C2C(C(N)=O)=C(C)Nc3nc(-c4cccc(Cl)c4)nn32)cc1OC (stereo unspecified)	15	0	-4	2	0	1	10	0	0
O=C(NCc1ccccn1)Nc1ccccc1C(F)(F)F	-8	-17	-17	10	3	3	12	1	5
CN(Cc1cn(Cc2ccc(Cl)cc2)nn1)C1CN(Cc2cn(Cc3ccc(Cl)cc3)nn2)S(=O)(=O)C1 (stereo unspecified)	9	-16	/	10	/	9	/	5	17
Cc1ccc(CN2CCN(Cc3cnn(-c4ccc(Cl)cc4)c3)CC2CCO)o1 (stereo unspecified)	-2	6	3	15	-7	-1	-3	-2	3
CCCCCCCCCc1nc2sc3c(c2c(=O)n1NC(=O)c1ccccc1[N+](=O)[O-])CC(C)(C)OC3	3	-1	0	5	-8	-1	0	-3	1
O=C(Cc1ccccc1F)Nc1cc(S(=O)(=O)N2CCOCC2)ccc1N1CCCC1	-5	-7	1	12	-3	1	7	0	2
COc1ccc(NS(=O)(=O)c2cc(N)ccc2N2CCCC2)cc1	5	-7	-18	18	-1	0	14	0	0
Cc1cc(C)n(C(=O)Cn2nc(C)c(Br)c2C)n1	1	-1	-7	8	-3	3	0	-2	-1
Cn1c(=O)n(Cc2ccccc2F)c(=O)c2c1nc1n2CCCN1CCc1ccccc1	9	5	-19	-11	-3	7	16	-1	1
O=C(Cc1ccccc1)Nc1ncnc2c1C(c1ccccc1)c1c(ccc3ccccc13)O2 (stereo unspecified)	-12	8	-16	0	1	27	5	7	1
CCOC(=O)COc1nc(N(C)C)nc(N(C)C)n1	3	3	-19	4	-3	0	7	0	0
CCc1cnc(Nc2nc(C(N)c3ccccc3Cl)cs2)nc1 (stereo unspecified)	-19	1	-12	4	5	29	9	4	7
CC(=O)c1cc(CN2CCN(C(C)C)C(CCO)C2)cs1 (stereo unspecified)	12	-1	-5	15	-7	2	-2	0	0
O=C(Oc1ccc(-c2nnco2)cc1)C1CCN(C(=O)c2ccc(F)cc2)CC1	16	-7	0	17	-1	1	4	-2	2
CC(C)(C)C1C/C(=C/c2ccccn2)C(=O)/C(=C/c2ccccn2)C1 (stereo unspecified)	1	5	-10	7	-6	/	8	4	6
CCOc1ccc(CNCCCSc2ncccn2)cc1	-5	8	-3	-4	-8	2	0	-4	0
COCCNc1nc(SCc2ccccc2)nc2sc3c(c12)CCC3	-8	-1	6	1	-4	5	1	-3	-1
C[C@H](CO)NC(=O)[C@H](C)[C@H]1C[C@]1(C)[C@H](NC(=O)OCc1ccccc1)c1ccccc1	-3	5	0	1	-4	8	2	-3	2
Cc1nc(NC(=O)CSc2nccn2C)sc1C(=O)N(C)C	0	4	-2	-11	2	1	4	-2	1
Cc1cc(=O)oc2c3c(cc(OCC(=O)Nc4cccnc4)c12)OC(C)(C)CC3	-16	3	-7	1	-2	1	4	-1	2
Cc1ccc(N(CC(O)CN2CCCC2)S(=O)(=O)c2ccc(C)cc2)cc1 (stereo unspecified)	1	7	-24	-7	-4	4	-1	-7	0
CN1CCc2c(sc3nc(SCC(N)=O)n(-c4ccc(Cl)cc4)c(=O)c23)C1	0	-1	-10	9	-2	-1	15	-4	-1
CC1(C)C(=O)Nc2ccccc2N1C(=O)COC(=O)c1cccnc1	-11	2	-12	-2	6	0	19	3	0
O=C(CCC(=O)NNC(=O)c1ccc(Cl)cc1Cl)NCc1ccccc1	-40	-3	5	-11	-5	10	-2	-6	0
Cc1nc(CSc2ccc(Cl)cc2)cc(N2CC(C)OC(C)C2)n1 (stereo unspecified)	-2	1	-7	3	-10	-2	5	-6	0
O=C(COc1ccc(/C=N/NS(=O)(=O)c2ccccc2)cc1)Nc1ccc(F)cc1	9	-12	15	10	-1	1	-5	1	2
Cc1nn(Cc2ccc(Cl)cc2)c(C)c1NC(=O)/C=C/c1cnn(C)c1	-10	-6	-10	6	-6	1	5	-4	3
COc1cc(OC)cc(-c2c(C#Cc3ccsc3)c3cc(-c4ccc(OC)c(F)c4)ccc3n2C)c1	4	-1	1	3	-3	2	7	1	1
COc1ccc(NC(=O)C2C3C=CC4(O3)C2C(=O)N(CCN2CCCCC2)C4C(=O)NC2CCCCC2)cc1 (stereo unspecified)	7	0	-8	0	-6	3	2	-5	-1
CC(=NCc1ccccc1)c1ccc(O)cc1O	-8	1	-11	-1	-2	5	10	0	0
CCc1nc2ccc(C(=O)NCCN3CCOCC3)cn2c1N(CC)CCOC	21	-7	2	14	-6	2	0	-1	-1
CN(C)S(=O)(=O)c1ccc(=S)[nH]c1	4	1	-4	-2	-1	7	12	2	0

Rewritten with values under each structure: entries from further up.
Order of results: CHRM4 antagonist | M5 PAM | CHRM1 antagonist | CHRM5 antagonist | CHRM1 agonist | TAAR1 ag | M1 PAM | M5 ag | CHRM4 agonist
COCCNc1nc(SCc2ccccc2)nc2sc3c(c12)CCC3
    -8 | -1 | 6 | 1 | -4 | 5 | 1 | -3 | -1
C[C@H](CO)NC(=O)[C@H](C)[C@H]1C[C@]1(C)[C@H](NC(=O)OCc1ccccc1)c1ccccc1
    -3 | 5 | 0 | 1 | -4 | 8 | 2 | -3 | 2

Random excerpt: 2 compounds from above.
SMILES	CHRM4 antagonist	M5 PAM	CHRM1 antagonist	CHRM5 antagonist	CHRM1 agonist	TAAR1 ag	M1 PAM	M5 ag	CHRM4 agonist
O=C(CCC(=O)NNC(=O)c1ccc(Cl)cc1Cl)NCc1ccccc1	-40	-3	5	-11	-5	10	-2	-6	0
CCOc1ccc(CNCCCSc2ncccn2)cc1	-5	8	-3	-4	-8	2	0	-4	0

(list continues)
SMILES	CHRM4 antagonist	M5 PAM	CHRM1 antagonist	CHRM5 antagonist	CHRM1 agonist	TAAR1 ag	M1 PAM	M5 ag	CHRM4 agonist
COc1ccc2[nH]c3c(c2c1)CCN1C(=O)N([C@@H](C)C(=O)NC2CCN(Cc4ccccc4)CC2)C(=O)[C@]31C	8	0	-4	1	-14	2	-7	-4	2
O=C(CSc1nccn1Cc1ccco1)Nc1ccccc1F	11	-1	12	4	-1	-1	-6	-4	1
CCOC(=O)/C(=N\Nc1ccc(Br)cc1)N1CCN(c2ccccc2OC)CC1	7	-3	0	9	-8	-2	-4	-8	0
CCCc1c(C(=O)N/N=C/C(C)=C/c2ccccc2)nnn1-c1nonc1N	-8	1	-3	15	-2	5	4	-2	2
Cc1cc(NC(=O)CSc2nc(Cc3ccccc3)c(C)[nH]2)no1	-5	-2	15	6	-4	-2	-5	-3	2
CC(=O)c1ccc(NC(=O)CSc2nc(C3CC3)nc3ccccc23)cc1	6	-4	8	1	-4	10	-8	4	8
CCCN1CCC(NC(=O)CC2C(=O)NCCN2Cc2cccc(OC)c2)CC1 (stereo unspecified)	3	-4	-15	17	-1	1	12	-7	0
Cn1c(Cn2c(=O)sc3ccccc32)nnc1SCC(=O)Nc1ccc2c(c1)OCO2	-14	-7	-7	1	-8	-1	6	0	3
CC1(C(=O)NCC2CC2)CCN1C(=O)C/C=C/c1ccccc1 (stereo unspecified)	-5	0	-12	-1	0	2	11	-1	1
COc1ccc(NC(=O)C2Cc3c(-c4ccc(Cl)cc4)ccnc3O2)cn1 (stereo unspecified)	-4	0	-9	5	-4	-1	3	0	4
CCOc1cc(-c2ccccc2)nc(N)n1	-2	4	-14	-6	-2	13	7	-7	0
